KCC2 mod: modulates chloride dependent transport by human KCC2 | KCC2 cells, thallium flux FluoZin-2 fluorescence | B-score of Tl+ flux slope (higher = more flux/activation; lower = inhibition) at 10 µM | 2.2% of 190,000 active;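 active = thallium flux slope and its plate-corrected score both differing from the plate sample mean at a set confidence after two filtering rounds, in either direction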;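 note: slope of fluorescence scaled to starting intensity during 10 to 20 s after thallium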
FXIa inh 1536: blocks human coagulation factor XIa protease activity. P03951. purified FXIa, Boc-Glu-Ala-Arg-AMC fluorogenic substrate. inhibition, % at 5 µM. 0.14% of 220,000 active. AID 798;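 active = inhibition of at least 40%; inactive = inhibition below 40%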;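 note: fluorescence of freed AMC excited at 355 nm; 0% = enzyme without compound and 100% = no enzyme blank; many of its hits are not listed in these tables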
Target sequence (P03951 19-387 limits assumed): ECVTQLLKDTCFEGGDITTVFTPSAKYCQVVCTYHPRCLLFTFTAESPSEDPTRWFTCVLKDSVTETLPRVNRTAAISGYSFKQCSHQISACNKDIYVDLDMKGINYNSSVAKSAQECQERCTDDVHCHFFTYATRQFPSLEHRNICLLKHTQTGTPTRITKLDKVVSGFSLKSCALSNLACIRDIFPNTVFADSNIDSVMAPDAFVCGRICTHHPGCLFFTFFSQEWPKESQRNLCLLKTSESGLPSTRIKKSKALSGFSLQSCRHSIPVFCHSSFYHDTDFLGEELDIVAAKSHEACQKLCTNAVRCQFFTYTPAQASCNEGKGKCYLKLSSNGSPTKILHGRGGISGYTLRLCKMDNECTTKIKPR
Target sequence (P03951 388-625 limits assumed): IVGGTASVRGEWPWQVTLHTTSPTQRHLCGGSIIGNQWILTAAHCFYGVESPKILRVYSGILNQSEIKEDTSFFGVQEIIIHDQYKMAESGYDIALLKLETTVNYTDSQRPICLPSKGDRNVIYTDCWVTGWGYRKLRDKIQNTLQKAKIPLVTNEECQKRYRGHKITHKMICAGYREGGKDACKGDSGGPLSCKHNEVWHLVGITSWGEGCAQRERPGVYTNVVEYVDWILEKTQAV
FXIIa inh 1536: inhibitors of human coagulation factor XIIa; P00748; purified FXIIa, Boc-QGR-AMC fluorogenic substrate, 2 h; inhibition, % at 5 µM; 0.3% of 220,000 active; in the data active = inhibition above about 40%;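 note: 0% = enzyme with no compound and 100% = blank without enzyme; many of its hits are not listed in these tables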
Rad51 HR inh: Rad51 (human) homologous recombination inhibition. AID 1385. Q06609. inhibition, % at 10 µM. 0.085% of 200,000 active. hRad51 DNA strand exchange, fluorescence dequenching;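 active = inhibition above 40% at the single screening dose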;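 note: 0% = DMSO control wells and 100% = blanks with heterologous ssDNA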
Target sequence (Q06609 whole entry, looked up): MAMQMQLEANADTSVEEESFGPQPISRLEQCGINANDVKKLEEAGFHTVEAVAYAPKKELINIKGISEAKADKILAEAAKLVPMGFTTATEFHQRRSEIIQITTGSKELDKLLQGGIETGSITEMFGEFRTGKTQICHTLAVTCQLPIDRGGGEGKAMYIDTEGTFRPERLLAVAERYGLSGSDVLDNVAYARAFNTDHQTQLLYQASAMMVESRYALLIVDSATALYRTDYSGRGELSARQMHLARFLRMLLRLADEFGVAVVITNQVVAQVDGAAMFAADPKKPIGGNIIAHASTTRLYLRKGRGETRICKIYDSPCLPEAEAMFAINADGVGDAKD
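System: human Rad51 nucleoprotein filaments preassembled on unlabelled ssDNA. Reagent: labelled 47-mer dsDNA for strand exchange. Schedule: 30-min compound preincubation and 15-min exchange, both room temperature. Measured by: FRET fluorescence dequenching, excitation 485 nm, emission 520 nm. Read-out: Fluorescence-based percent inhibition, control- and blank-normalised. Benchmarks: plate controls and plate blanks.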
KLK5 inh: inhibitors of human kallikrein 5; Q9Y337; recombinant hK5, fluorogenic AMC substrate cleavage; inhibition, % at 5 µM; 0.59% of 210,000 active; AID 873;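 active = inhibition of 40% or more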;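 note: 0% = enzyme controls without compound and 100% = no-enzyme blanks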
TNF death inh: blocks TNF-alpha induced death of Jurkat FADD-/- cells; Jurkat FADD-/- TNF necroptosis rescue, ATP luminescence, 24 h; 0 = TNF only, 100 = no-TNF cells; activation (protection from cell death), % at 10 µM; 0.068% of 220,000 active; AID 463075;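 active = activation, meaning protection from cell death, of at least 50% relative to plate controls; inactive = activation below 50%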;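 note: necroptosis triggered by 40 ng/mL TNF-alpha added together with compound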
zVAD death inh: blocks zVAD induced death of L929 cells | L929 zVAD necroptosis rescue, ATP luminescence, 24 h; with zVAD 60 µM | viability rescue, % at 10 µM | 0.38% of 220,000 active | AID 1377;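 active = activation, scaled between plate controls, above about 75%, limit read from the data; inactive = activation under that limit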;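 note: 0% = zVAD with DMSO and 100% = DMSO alone without zVAD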
thrombin 1536: thrombin (human) inhibition; alpha-thrombin, Boc-VPR-AMC fluorogenic substrate cleavage; inhibition, % at 5 µM; 0.26% of 220,000 active;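 active = inhibition at or above 40%; inactive = inhibition below 40%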;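 note: 0% = enzyme with no compound and 100% = wells without enzyme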
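Assay system: human alpha-thrombin enzyme. Reagent: Boc-VPR-AMC substrate, 15 µM final. Compound dosing: one concentration per compound, 5 µM, with 0.2% DMSO. Incubation: room-temperature reaction. Technique: AMC fluorescence, 355/460 nm. Measure: % inhibition relative to enzyme controls and enzyme-free blanks.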
Hck Nef HTS: blocks Nef-activated human Hck kinase. AID 463187. 0.68% of 220,000 active. inhibition, % at 20 µM. P08631. Recombinant Hck-YEEI plus Nef, Z-Lyte FRET kinase assay;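 active = Hck-Nef kinase inhibition above about 50%, limit read from the data; inactive = inhibition below that limit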;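 note: 0% = DMSO with Hck plus Nef and 100% = Hck alone without Nef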
* = called active by the depositor; nt = no result given; & = joins results of further samples. An excerpt; the hit share may differ from the screen's.

[1] CCOC(=O)c1sc(NC(=O)C(CC)Sc2nnc3c4ccccc4n(CC)c3n2)nc1C (stereo unspecified)
[2] C=CCn1c(Sc2ccccc2)nc2c1c(=O)[nH]c(=O)n2C
[3] CCOC(=O)CSc1nc2cc(C)cc(C)c2cc1C#N
[4] O=C(CCC(=O)NC1CC1)Nc1nnc(C2CCCCC2)s1
[5] O=C(NC1CC1)c1ccc(S(=O)(=O)NCC2CCCCC2)cc1

| entry no. | 1 | 2 | 3 | 4 | 5 |
| --- | --- | --- | --- | --- | --- |
| KCC2 mod | 0.0512 | 0.338 | nt | nt | 0.93 |
| FXIa inh 1536 | 5.5 | 7.7 | 1.5 | -2.3 | 0.9 |
| FXIIa inh 1536 | 9.2 | 16.0 | 7.8 | 10.2 | 3.8 |
| Rad51 HR inh | -24.0 | 2.4 | -9.1 | 4.5 | -5.2 |
| KLK5 inh | 3.3 | -6.5 | 14.6 | -18.9 | 13.1 |
| TNF death inh | 2.2 | -3.1 | 0.4 | 0.3 | -0.9 |
| zVAD death inh | 0.8 | -0.6 | 2.3 | 1.9 | -0.1 |
| thrombin 1536 | -0.3 | 1.6 | -5.5 | -1.6 | -3.3 |
| Hck Nef HTS | 2.7 | 11.7 | 1.3 | 2.4 | -0.9 |

[6] S=C(NCc1ccco1)N1CCC(c2nc3ccccc3o2)CC1
[7] Cc1nc2nc(-c3cccnc3)[nH]n2c(=O)c1C
[8] O=c1c2c3c(sc2ncn1/N=C/c1ccc([N+](=O)[O-])o1)CCCC3
[9] COC(=O)c1ccccc1NC(=O)CSc1nc2ncccc2[nH]1
[10] CC(C)Nc1nc(NC(C)C)nc(SCC(N)=O)n1

| entry no. | 6 | 7 | 8 | 9 | 10 |
| --- | --- | --- | --- | --- | --- |
| KCC2 mod | -1.38 | 0.628 | 1.18 | -0.736 | 0.533 |
| FXIa inh 1536 | -4.2 | 2.4 | -1.1 | -4.2 | -4.9 |
| FXIIa inh 1536 | 6.6 | 3.9 | 14.2 | 2.9 | 7.9 |
| Rad51 HR inh | -2.5 | nt | 6.6 | -4.0 | -4.5 |
| KLK5 inh | -2.1 | -16.2 | 1.7 | -1.7 | -6.4 |
| TNF death inh | -1.2 | -1.7 | -14.1 | 0.0 | -0.3 |
| zVAD death inh | 11.7 | 0.6 | 49.6 | 3.0 | 14.4 |
| thrombin 1536 | 7.8 | -3.4 | -4.2 | -3.0 | -1.3 |
| Hck Nef HTS | 24.0 | -0.6 | 0.7 | 18.2 | 19.7 |

[11] COc1ccc(/C=C2\CCOC2=O)cc1
[12] CCOC(=O)Cn1nc(CC)c2ccccc2c1=O
[13] CCC(NC(=O)NCc1ccc2c(c1)OCO2)(C(F)(F)F)C(F)(F)F
[14] CCN(CCn1cccn1)Cc1c(C(=O)N2CCCCCCC2)nc2ccc(Cl)cn12
[15] Cc1sc2nc3ccc(NCc4ccco4)nn3c(=O)c2c1C

| entry no. | 11 | 12 | 13 | 14 | 15 |
| --- | --- | --- | --- | --- | --- |
| KCC2 mod | 0.319&0.0963 | 0.186 | 0.0456 | 0.192 | -0.807 |
| FXIa inh 1536 | 3.0&0.8 | -0.8 | 0.9 | -4.5 | -9.7 |
| FXIIa inh 1536 | 2.0&9.7 | 0.8 | 2.9 | 12.8 | -1.4 |
| Rad51 HR inh | -4.4 | -0.2 | -2.5 | -1.8 | nt |
| KLK5 inh | -7.5&-15.5 | -4.1 | -16.8 | -1.2 | -83.8 |
| TNF death inh | 5.2&-0.4 | -1.1 | 0.9 | 0.4 | -13.5 |
| zVAD death inh | 0.6&0.1 | 0.1 | 0.3 | -0.3 | 0.4 |
| thrombin 1536 | -7.7&-0.3 | -3.1 | 6.4 | 1.1 | -7.2 |
| Hck Nef HTS | 4.7&1.5 | 0.7 | -5.6 | 17.7 | 3.2 |

Reprinted at random: 3 records from the list.
[15] Cc1sc2nc3ccc(NCc4ccco4)nn3c(=O)c2c1C
[13] CCC(NC(=O)NCc1ccc2c(c1)OCO2)(C(F)(F)F)C(F)(F)F
[11] COc1ccc(/C=C2\CCOC2=O)cc1

| entry no. | 15 | 13 | 11 |
| --- | --- | --- | --- |
| KCC2 mod | -0.807 | 0.0456 | 0.319&0.0963 |
| FXIa inh 1536 | -9.7 | 0.9 | 3.0&0.8 |
| FXIIa inh 1536 | -1.4 | 2.9 | 2.0&9.7 |
| Rad51 HR inh | nt | -2.5 | -4.4 |
| KLK5 inh | -83.8 | -16.8 | -7.5&-15.5 |
| TNF death inh | -13.5 | 0.9 | 5.2&-0.4 |
| zVAD death inh | 0.4 | 0.3 | 0.6&0.1 |
| thrombin 1536 | -7.2 | 6.4 | -7.7&-0.3 |
| Hck Nef HTS | 3.2 | -5.6 | 4.7&1.5 |

Further entries
[16] CCc1c(C)nc2c(-c3ccccc3)c(C)nn2c1Nc1ccc(NC(C)=O)cc1
[17] O=C(CN1CCCC1)OCCCc1ccccc1
[18] CC1(C)NC(=O)N(CC(O)CN(Cc2ccccc2)Cc2ccccc2)C1=O (stereo unspecified)
[19] O=C(CNC(=S)NC(=O)c1ccco1)c1ccccc1
[20] O=C(Nc1ccccc1C(=O)NCc1ccc(Cl)cc1)c1ccco1

| entry no. | 16 | 17 | 18 | 19 | 20 |
| --- | --- | --- | --- | --- | --- |
| KCC2 mod | 0.635 | -0.134 | -1.63 | 5.46* | -0.0781 |
| FXIa inh 1536 | -3.0 | 7.3 | -20.2 | -7.8 | -0.9 |
| FXIIa inh 1536 | 12.5 | 13.1 | -1.0 | -6.9 | 5.8 |
| Rad51 HR inh | 2.6 | 1.7 | 4.0 | -5.7 | nt |
| KLK5 inh | -10.1 | -7.7 | 3.0 | 8.4 | -6.6 |
| TNF death inh | 4.3 | 4.0 | -1.3 | -3.6 | 0.3 |
| zVAD death inh | 33.2 | 0.2 | 0.0 | -0.5 | -0.2 |
| thrombin 1536 | 0.1 | 1.9 | -3.3 | -2.6 | -10.4 |
| Hck Nef HTS | -6.5 | 4.3 | 0.8 | 0.3 | 0.8 |

[21] O=C(Nc1ccc(/C=C/c2nc3ccccc3o2)cc1)c1c(F)cccc1F
[22] COc1ccc(OC)c(N/C(C)=C/C(=O)c2ccc(Br)cc2)c1
[23] N#Cc1cn(CC(=O)NCc2cccnc2)c2ccccc12
[24] CN(C)/C=N/c1cc(=O)[nH]c(=O)n1CC1CC1
[25] O=C(Nc1ccccc1)NC1(C(=O)NCc2ccc3c(c2)OCO3)CCCCC1

| entry no. | 21 | 22 | 23 | 24 | 25 |
| --- | --- | --- | --- | --- | --- |
| KCC2 mod | -0.686 | -0.0388 | -0.319 | 0.579 | -0.0514 |
| FXIa inh 1536 | 4.4 | -1.7 | -0.3 | 3.0 | -18.9 |
| FXIIa inh 1536 | 14.9 | 3.0 | 19.9 | 15.1 | 17.3 |
| Rad51 HR inh | 5.1 | 7.6 | -1.6 | 0.3 | 0.9 |
| KLK5 inh | -26.5 | -3.2 | -1.7 | -5.3 | 7.7 |
| TNF death inh | -7.1 | 0.4 | 18.6 | -0.5 | -1.9 |
| zVAD death inh | 1.7 | 0.8 | -0.9 | 3.8 | -0.3 |
| thrombin 1536 | 0.1 | -3.5 | 7.9 | 3.7 | -0.8 |
| Hck Nef HTS | 10.8 | 9.2 | 8.3 | 2.9 | 1.9 |

[26] N#Cc1c(N2C(=O)C3C4C=CC(C4)C3C2=O)sc2c1CCC2 (stereo unspecified)
[27] C=CC(C)(C)c1[nH]cnc1/C=C1\NC(=O)C(C(C)C)NC1=O (stereo unspecified)
[28] COc1ccc(C(=O)NC(=S)Nc2ccc(N3CCN(C(C)=O)CC3)cc2)cc1[N+](=O)[O-]
[29] CCOC(=O)N1CCC(N2CCCC(CO)(Cc3cccc(Cl)c3)C2)CC1 (stereo unspecified)

| entry no. | 26 | 27 | 28 | 29 |
| --- | --- | --- | --- | --- |
| KCC2 mod | 0.419 | 0.152 | 0.398 | nt |
| FXIa inh 1536 | -10.1 | -0.2 | -0.8 | -4.7 |
| FXIIa inh 1536 | 11.2 | 5.8 | 4.2 | 3.4 |
| Rad51 HR inh | 5.5 | 0.7 | 6.8 | -11.1 |
| KLK5 inh | 1.7 | -5.6 | 0.2 | nt |
| TNF death inh | 0.8 | -7.3 | 6.9 | -0.4 |
| zVAD death inh | 1.0 | 0.9 | 0.2 | -0.7 |
| thrombin 1536 | -5.6 | 0.4 | -8.4 | -2.0 |
| Hck Nef HTS | 1.3 | 32.2 | 19.8 | 11.2 |

A portion from further up, for reference:
[1] CCOC(=O)c1sc(NC(=O)C(CC)Sc2nnc3c4ccccc4n(CC)c3n2)nc1C (stereo unspecified)
[2] C=CCn1c(Sc2ccccc2)nc2c1c(=O)[nH]c(=O)n2C
[3] CCOC(=O)CSc1nc2cc(C)cc(C)c2cc1C#N
[4] O=C(CCC(=O)NC1CC1)Nc1nnc(C2CCCCC2)s1

| entry no. | 1 | 2 | 3 | 4 |
| --- | --- | --- | --- | --- |
| KCC2 mod | 0.0512 | 0.338 | nt | nt |
| FXIa inh 1536 | 5.5 | 7.7 | 1.5 | -2.3 |
| FXIIa inh 1536 | 9.2 | 16.0 | 7.8 | 10.2 |
| Rad51 HR inh | -24.0 | 2.4 | -9.1 | 4.5 |
| KLK5 inh | 3.3 | -6.5 | 14.6 | -18.9 |
| TNF death inh | 2.2 | -3.1 | 0.4 | 0.3 |
| zVAD death inh | 0.8 | -0.6 | 2.3 | 1.9 |
| thrombin 1536 | -0.3 | 1.6 | -5.5 | -1.6 |
| Hck Nef HTS | 2.7 | 11.7 | 1.3 | 2.4 |

Screening results (PubChem BioAssay)
